Source: PubChem BioAssay (The Scripps Research Institute Molecular Screening Center)
IDE cell activ: human IDE activators in live cells, primary screen, fluorescence polarization, HEK cells, FAbeta-B substrate; Insulin-degrading enzyme (Homo sapiens), P14735; FAbeta-B cleavage; 0% vehicle, 100% cell-free pure enzyme wells; activation, % at 5.96 µM; 0.073% of 340,000 active; AID 493087, 2011;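 active = activation above the mean of all tested compounds plus 3 SD, set per screening campaign, cut at about 17% in these data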
Target sequence (P14735 whole entry, looked up): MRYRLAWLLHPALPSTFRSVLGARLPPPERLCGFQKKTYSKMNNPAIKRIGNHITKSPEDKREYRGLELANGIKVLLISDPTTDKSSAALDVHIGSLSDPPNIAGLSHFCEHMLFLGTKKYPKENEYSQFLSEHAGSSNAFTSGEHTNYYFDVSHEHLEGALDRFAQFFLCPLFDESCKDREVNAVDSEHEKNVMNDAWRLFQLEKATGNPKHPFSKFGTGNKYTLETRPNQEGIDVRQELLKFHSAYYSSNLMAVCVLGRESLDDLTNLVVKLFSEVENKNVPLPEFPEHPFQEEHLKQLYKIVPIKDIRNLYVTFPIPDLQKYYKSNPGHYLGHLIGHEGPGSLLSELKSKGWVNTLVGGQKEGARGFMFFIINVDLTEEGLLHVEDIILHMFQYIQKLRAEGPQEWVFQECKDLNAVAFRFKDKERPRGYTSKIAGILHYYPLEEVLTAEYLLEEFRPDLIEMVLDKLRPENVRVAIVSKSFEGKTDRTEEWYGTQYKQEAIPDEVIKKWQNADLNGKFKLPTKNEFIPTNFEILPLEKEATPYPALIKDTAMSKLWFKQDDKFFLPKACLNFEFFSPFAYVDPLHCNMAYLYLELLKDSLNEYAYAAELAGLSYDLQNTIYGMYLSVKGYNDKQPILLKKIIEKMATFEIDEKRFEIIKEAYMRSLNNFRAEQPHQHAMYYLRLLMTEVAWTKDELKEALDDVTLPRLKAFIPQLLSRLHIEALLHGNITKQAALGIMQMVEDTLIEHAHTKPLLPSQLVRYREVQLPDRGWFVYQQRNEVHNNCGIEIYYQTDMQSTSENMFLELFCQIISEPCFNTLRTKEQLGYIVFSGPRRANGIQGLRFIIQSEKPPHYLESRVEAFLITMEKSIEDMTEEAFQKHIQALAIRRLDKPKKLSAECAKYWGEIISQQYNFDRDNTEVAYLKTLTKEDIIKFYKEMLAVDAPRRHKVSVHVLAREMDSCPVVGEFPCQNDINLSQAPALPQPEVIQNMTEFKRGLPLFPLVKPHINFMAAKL
IDE cell inh: human IDE inhibitors in live cells, primary screen, fluorescence polarization, HEK cells, FAbetaB substrate | 0.41% of 320,000 active | AID 434962, 2010 | FAbetaB cleavage | inhibition, % at 5.59 µM;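 active = percent inhibition above the average of all tested compounds plus 3 SD, set per screening campaign, cut at about 16% in these data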;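 also: IDE supplied by intact live HEK cells; FP after avidin binding of uncleaved biotin substrate so inhibition keeps polarization high; 0% = DMSO wells and 100% = 60 µM reference IDE inhibitor Ii1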
Numbers without * were called inactive. Not all compounds are listed; the hit share may differ from the screen's.

SMILES | IDE cell activ | IDE cell inh
CC(O)[C@H]1CNCCN1CCc1cccc2ccccc12 (stereo partly specified) | 5.0 | 3.9
O=C(COC(=O)Cc1n[nH]c(=O)c2ccccc12)Nc1ccc(Cl)cn1 | 6.3 | 2.0
CCN(CC)S(=O)(=O)c1ccc(N2CCCC2)c(NC(=O)CN2C(=O)NC3(CCCC3)C2=O)c1 | 0.4 | -2.0
O=C1CC(c2ccccc2)CC(=O)N1c1ccc(C(F)(F)F)cc1 | 6.2 | -3.3
CCN(CC(=O)Nc1ccccc1OC)C(=O)CSCC(=O)Nc1ccc(OC)cc1 | 0.0 | 1.0
O=C(CN1C(=O)NC2(CCCC2)C1=O)N1CCN(S(=O)(=O)c2cc(Cl)ccc2Cl)CC1 | 2.9 | -0.2
CN(Cc1ccccc1)C(=O)COC(=O)C1CCN(S(=O)(=O)c2ccc(Cl)c(C(F)(F)F)c2)CC1 | -1.1 | -3.2
CCOC(=O)c1c(NC(=O)CN2C(=O)NC3(CCC(C)CC3)C2=O)sc(C)c1CC (stereo unspecified) | 7.1 | 0.8
COc1ccccc1CNC(=O)c1cc(-c2ccccc2)nn1CC1CC(c2cccc([N+](=O)[O-])c2)=NO1 (stereo unspecified) | 2.1 | 3.5
COc1ccc2c(c1)OC[C@H]1[C@H]2N2C(=O)CN(CCc3c[nH]c4ccccc34)C(=O)[C@@]2(C)[C@H]1c1ccccc1 | 2.4 | 5.8
CC(C)CCNC(=O)NC(=O)CSc1ccc(S(=O)(=O)N2CCOCC2)cn1 | 7.3 | 3.1
Cc1ccc(S(=O)(=O)Nc2ncnc3sccc23)cc1C | 13.1 | -0.4
Cc1ccc(S(=O)(=O)N2[C@@H](c3ccccc3)C(C(=O)O)=CC[C@H]2c2cccc(Cl)c2)cc1 | 3.7 | 6.1
Cc1ccc(S(=O)(=O)N(C)C)cc1NC(=O)COC(=O)Cc1ccccc1F | -1.9 | 1.9
CC(=O)N1CCN(S(=O)(=O)c2cccc(C(=O)NNC(=O)Cn3ccc(C(F)(F)F)n3)c2)CC1 | 6.7 | 1.2
Cc1cc(NC(=O)COC(=O)c2c(C)c(C)c(C)c(C)c2C)no1 | 2.4 | 2.5
CC(C)C(NC(=O)c1ccccc1)C(=O)N1CCN(C/C=C/c2ccccc2)CC1 (stereo unspecified) | 4.7 | 0.1
CSc1ccccc1NC(=O)CN(C)C(C)C(=O)NCc1ccc2c(c1)OCO2 (stereo unspecified) | -0.5 | -0.7
O=C(OCC(=O)N1CCCC1=O)c1cc(S(=O)(=O)N2CCOCC2)ccc1Cl | 7.5 | -5.2
O=C(COC(=O)COc1ccccc1)NCCc1ccccc1 | 5.3 | -8.1
CC(C)(O)CCC(C)(C)O | 8.7 | 4.6
CC1CCC2(CC1)NC(=O)N(CC(=O)Nc1cc(S(=O)(=O)N3CCCC3)ccc1Cl)C2=O (stereo unspecified) | 4.6 | 1.9
COC(=O)C1=C(C)N(CCCC(=O)O)C(=O)NC1c1ccc(OC)cc1 (stereo unspecified) | 0.0 | -1.7
Cc1cccc(C(=O)OCC(=O)N2CCCCCC2)c1 | 1.0 | -0.9
COc1cc(CCCN2CCNC[C@@H]2CC2CCCCC2)cc(OC)c1OC | 6.5 | 2.2
Continued.
SMILES | IDE cell activ | IDE cell inh
Cc1cc(C(=O)NNC(=O)Cc2ccc(Cl)cc2)c(C)o1 | 0.4 | -0.8
CC(C)CC1Nc2ncnc(N3CCCCC3)c2N(Cc2ccccc2)C1=O (stereo unspecified) | -2.4 | -4.8
Cc1ccc(SCC(=O)NCC2COc3ccccc3O2)cc1 (stereo unspecified) | 0.2 | -5.5
Cc1ccccc1Nc1nnc(SCC(=O)NCC2CCCO2)s1 (stereo unspecified) | -0.1 | 3.2
COc1ccccc1CC(=O)Nc1ccc(S(=O)(=O)N2CC(C)CC(C)C2)cc1 (stereo unspecified) | -0.4 | -5.4
CSc1ncccc1C(=O)OCC(=O)NC1CCCCC1 | 2.4 | 0.1
O=C(c1cc(-c2ccc(Cl)cc2)nc2ccccc12)N1CCOCC1 | 1.7 | -1.1
Cc1ccc2oc3c(SCc4nc5ccccc5[nH]4)nc(C)nc3c2c1 | -1.1 | 2.7
CC(C)c1ccc(S(=O)(=O)N2CCN(C(=O)CCNS(=O)(=O)c3ccccc3F)CC2)cc1 | 1.3 | 5.7
COc1ccccc1S(=O)(=O)Nc1ccc2nc(C)sc2c1 | 3.1 | -0.6
CCCCNc1c(-c2cccc(-c3ccc(OC)cc3)c2)nc2ccc(C)cn12 | 0.5 | 2.1
CN(C(=O)c1ccc(NC(=O)Cc2cccc(NC(=O)C3CCN(C(=O)C4CCCC4)CC3)c2)cc1)C1CCCC1 | -2.6 | 3.9
NS(=O)(=O)c1ccc(NC(=O)CNC(=O)c2ccc3c(c2)OCO3)cc1 | 2.5 | -1.3
CCCc1cc(=O)[nH]c(SCC(=O)Nc2cc(S(=O)(=O)N3CCCCC3)ccc2C)n1 | -0.8 | 1.8
O=C(COC(=O)CN1C(=O)C2CCCCC2C1=O)Nc1ccc(F)c(F)c1F (stereo unspecified) | 3.4 | -4.7
Cc1ccc(NC(=O)CN2C(=O)NC(Cc3ccccc3)C2=O)cc1Cl (stereo unspecified) | 1.8 | -3.2
c1ccc(C2(CN3CCNC[C@@H]3CC3CCCCC3)CC2)cc1 | -0.8 | -0.5
O=C1NCC(=O)N2CCC[C@@H]12 | 2.3 | 5.4
COc1ccc(-c2nnc(SCC(=O)N3CCCC3=O)n2N)cc1OC | 2.4 | -1.6
COc1ccc(S(=O)(=O)N2CCOC23CCN(S(=O)(=O)c2c(C)cc(C)cc2C)CC3)cc1 | 2.2 | 2.0
CCOC(=O)c1c(NC(=O)COC(=O)Cc2ccccc2[N+](=O)[O-])sc(C(=O)N(C)C)c1C | -1.0 | 3.7
COc1ccc(-c2csc(NC(=O)CSc3nnnn3C)n2)c(OC)c1 | 0.3 | 3.6
CSCCC1NC(=O)N(CC(=O)N2CCc3ccccc3C2)C1=O (stereo unspecified) | 4.8 | 3.1
O=C(COc1ccc(Br)cc1)NCC1COc2ccccc2O1 (stereo unspecified) | 1.3 | -0.5
CC(OC(=O)CCC1CCCCC1)C(=O)Nc1ccc(S(N)(=O)=O)cc1 (stereo unspecified) | 4.4 | -0.9

13 neighbouring compounds out of the list so far, for reference:
SMILES | IDE cell activ | IDE cell inh
COc1ccccc1S(=O)(=O)Nc1ccc2nc(C)sc2c1 | 3.1 | -0.6
CCCCNc1c(-c2cccc(-c3ccc(OC)cc3)c2)nc2ccc(C)cn12 | 0.5 | 2.1
CN(C(=O)c1ccc(NC(=O)Cc2cccc(NC(=O)C3CCN(C(=O)C4CCCC4)CC3)c2)cc1)C1CCCC1 | -2.6 | 3.9
NS(=O)(=O)c1ccc(NC(=O)CNC(=O)c2ccc3c(c2)OCO3)cc1 | 2.5 | -1.3
CCCc1cc(=O)[nH]c(SCC(=O)Nc2cc(S(=O)(=O)N3CCCCC3)ccc2C)n1 | -0.8 | 1.8
O=C(COC(=O)CN1C(=O)C2CCCCC2C1=O)Nc1ccc(F)c(F)c1F (stereo unspecified) | 3.4 | -4.7
Cc1ccc(NC(=O)CN2C(=O)NC(Cc3ccccc3)C2=O)cc1Cl (stereo unspecified) | 1.8 | -3.2
c1ccc(C2(CN3CCNC[C@@H]3CC3CCCCC3)CC2)cc1 | -0.8 | -0.5
O=C1NCC(=O)N2CCC[C@@H]12 | 2.3 | 5.4
COc1ccc(-c2nnc(SCC(=O)N3CCCC3=O)n2N)cc1OC | 2.4 | -1.6
COc1ccc(S(=O)(=O)N2CCOC23CCN(S(=O)(=O)c2c(C)cc(C)cc2C)CC3)cc1 | 2.2 | 2.0
CCOC(=O)c1c(NC(=O)COC(=O)Cc2ccccc2[N+](=O)[O-])sc(C(=O)N(C)C)c1C | -1.0 | 3.7
COc1ccc(-c2csc(NC(=O)CSc3nnnn3C)n2)c(OC)c1 | 0.3 | 3.6

Next part:
SMILES | IDE cell activ | IDE cell inh
CNC(=O)c1ccc(NC(=O)CC2SC(N3CCCC3)=NC2=O)cc1 (stereo unspecified) | -5.3 | 5.6
CN(CC(=O)Nc1ccc(Cl)c(Cl)c1)C(=O)C1CCC1 | 4.1 | 2.4
O=C1CCc2cc(S(=O)(=O)NCc3ccccc3Cl)ccc2N1 | 1.7 | -6.1
Cc1ccnc(NC(=O)CNC(=O)c2ccc(Br)o2)c1 | 2.2 | 1.2
COc1ccccc1N(CCOc1ccccc1)S(=O)(=O)c1ccccc1 | 4.3 | 2.3
O=C(COC(=O)c1ccc([N+](=O)[O-])cc1)Nc1ccccc1C(=O)NC1CC1 | 3.1 | -1.0
COc1ccc(S(=O)(=O)N(C)c2ccc(OC(=O)C(C)Oc3ccc(F)cc3)cc2)cc1 (stereo unspecified) | -4.6 | 3.1
COc1ccccc1C(CNC(=O)c1cccc(NS(=O)(=O)c2ccc(C)c(F)c2)c1)N(C)C (stereo unspecified) | -2.8 | 5.6
CC[C@@H](C)CN1C(=O)N[C@@H](c2ccccc2)C(C(C)=O)=C1C | 2.8 | 4.1
COC(=O)CCC(=O)OC1(C)C(=O)C2=CN(CCc3c[nH]c4ccccc34)C(c3ccc(OC)cc3)=CC2=C(Br)C1=O (stereo unspecified) | -5.8 | 4.7
COc1cc2cc(C(C)(C)O)oc(=O)c2cc1OC | 1.6 | -0.6
Cc1ccc(NC(=O)CN(C)C(=O)C(c2ccccc2)c2ccccc2)cc1 | 2.1 | -1.5
Cc1ccc([C@H]2C(C(=O)O)=CC[C@@H](c3ccc(C)cc3)N2S(=O)(=O)c2ccc(C)cc2)cc1 | 0.0 | 2.2
CCN(CC(=O)NC1CCS(=O)(=O)C1)c1ccc([N+](=O)[O-])cc1C#N (stereo unspecified) | 2.8 | -2.8
COc1ccc(CCNC(=O)CSCC(=O)Nc2cc(S(C)(=O)=O)ccc2Cl)cc1 | -0.1 | -1.8
Cc1cccc(OCCCC(=O)NNC(=O)c2cccc(N(C)C)c2)c1 | 2.5 | 2.9
CCOc1ccc(N(C)S(=O)(=O)c2ccc(C)c(C(=O)N3CCN(Cc4ccc5c(c4)OCO5)CC3)c2)cc1 | 6.0 | 0.9
O=C(CN1CCN(c2ccccc2)CC1)NC(=O)NCc1ccccc1 | 1.3 | -2.5
CCOc1ccc(NC(=O)c2ccco2)cc1S(=O)(=O)N1CCCC1 | 1.2 | 3.0
Cc1cc(Br)ccc1NC(=O)CN(C)C(=O)CN1C(=O)NC2(CCCC2)C1=O | -1.3 | 10.8
COc1cc(C(=O)OCC(=O)c2cc(C)n(CC3CCCO3)c2C)ccc1OCC(=O)N1CCOCC1 (stereo unspecified) | 9.9 | -2.2
CCOc1ccc(C(=O)NCC(=O)N2CCN(C/C=C/c3ccccc3)CC2)cc1OCC | 4.4 | 3.2
CCC1(c2ccc(C)cc2)NC(=O)N(CC(=O)Nc2cccc(S(=O)(=O)N3CCCC3)c2)C1=O (stereo unspecified) | 3.2 | -0.5
COCCCNC(=O)CC1C[C@H](C(=O)N2CCCCC2)[C@@]2(CCc3ccccc3)c3[nH]c4ccccc4c3CCN2C1=O (stereo partly specified) | 1.8 | 7.3
O=C(O)[C@H](O)[C@@H](O)C(=O)O | -1.3 | -4.7
Further records:
SMILES | IDE cell activ | IDE cell inh
CC(OC(=O)CNC(=O)c1cccc(F)c1)C(=O)NC1CCCCC1C (stereo unspecified) | 5.7 | 1.5
COc1ccccc1C(=O)COC(=O)c1cnc(C)cn1 | 3.3 | 4.5
COc1ccc(-c2csc(NC(=O)CN3C(=O)NC4(CCCC4)C3=O)n2)cc1OC | 0.8 | 7.1
N/C(=N\NS(=O)(=O)c1ccc(Cl)cc1)c1ccccn1 | 1.8 | -4.9
CC(C)(C)c1ccc(OCCC(=O)OCC(=O)NCc2ccccc2)cc1 | -4.5 | 3.4
CCN(C(=O)CSc1nccn1C)c1cccc2ccccc12 | 3.5 | -3.2
CCCCOC(=O)c1ccc(NC(=O)COC(=O)C2CSC3(C)CCC(=O)N23)cc1 (stereo unspecified) | -5.5 | 1.6
COc1ccc(N2CCN(C(=O)COC(=O)c3oc4ccc(OC)cc4c3C)CC2)cc1 | -1.0 | 5.3
CN(C(=O)COC(=O)c1cc(S(=O)(=O)N(C)C)ccc1Cl)C1CCS(=O)(=O)C1 (stereo unspecified) | -1.9 | -4.9
COc1ccc(CNC(=O)COC(=O)C2(C)CC2(Cl)Cl)cc1 (stereo unspecified) | 2.8 | -1.4
COc1ccc(-c2noc3c2-c2nc(-c4ccc(Br)cc4)sc2CC3)cc1 | -3.2 | -1.5
Cc1cc(C)c(C(=O)COC(=O)C2CCN(c3ccc(C(F)(F)F)cn3)CC2)cc1C | 3.8 | 4.4
O=C(NCc1ccccc1CN1CCCC1)C1CCN(S(=O)(=O)c2ccc(Cl)cc2)CC1 | 1.0 | 0.6
Cc1cccc(C)c1OCCOC(=O)c1cccc(S(=O)(=O)N2CCOCC2)c1 | 2.7 | -2.9
Cc1cc(C)cc(OCC(=O)Nc2ccc(N3CCOCC3)cc2N2CCOCC2)c1 | 5.5 | 1.3
CSCCC(NC(=O)c1ccc(Cl)cc1)C(=O)OCC(=O)NCc1ccco1 (stereo unspecified) | -0.1 | 5.5
C=CCn1c(SCC(=O)N(C)CC(=O)Nc2ccc(C)cc2)nnc1-c1ccncc1 | 0.6 | -0.2
C/C(C=O)=C/c1ccccc1 | 6.4 | 2.8
CCN(CC(=O)NCc1cccs1)C(=O)c1cccc(S(=O)(=O)Nc2ccccc2Cl)c1 | 6.9 | 3.5
CCn1c(SCC(=O)NCC2CCCO2)nc2ccccc21 (stereo unspecified) | 3.0 | -1.9
CCCn1c(=N)n(CC(=O)c2ccc(OCC(=O)OC)cc2)c2ccccc21 | 9.8 | -3.4
CN(c1ccccc1)S(=O)(=O)c1cccc(C(=O)NC2CC(C)(C)NC(C)(C)C2)c1 | 1.8 | 2.2
O=[N+]([O-])c1ccccc1S(=O)(=O)Nc1ccc(-c2ccc(N3CCCC3)nn2)cc1 | 1.6 | 1.4
